Screens deposited in PubChem by several laboratories.
Rac1 GTP hydrolysis: MgcRacGAP GTPase-activating activity inhibitors, confirmation, biochemical, ADP Hunter fluorescence; Rac GTPase-activating protein 1 (Homo sapiens); MgcRacGAP-stimulated Rac1 GTP hydrolysis, ADP Hunter fluorescence; higher % means a stronger effect; GST-tagged Rac1 F28L mutant substrate; one-dose inhibition, % at 30 µM; IC50 in µM for titrated hits; 340,000 tested, 0.6% active;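 active = first-screen hits whose inhibition reached a set limit at any dose in the follow-up dose series; inconclusive = inhibition above the set first-screen limit but never retested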;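 note: fluorescence reports GDP produced by GAP-driven GTP hydrolysis; strong numbers were not always called active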
NTR1 agonist: agonists of NTR1, primary screen, imaging, U2OS cells, beta-arrestin-GFP, high content (AID 493036); NTR1-U2OS beta-arrestin-GFP spot imaging, agonist mode; 330,000 tested, 0.17% active; Neurotensin receptor type 1 (Homo sapiens), P30989; activation, % at 20 µM;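 active = activation at or above 40% of the spot to cytoplasm intensity ratio, with at least 20 cells analyzed; inconclusive = wells under 20 cells, flagged as cytotoxic or low count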;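 note: 0% = DMSO without peptide and 100% = 100 nM NTR1 peptide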
Target sequence (P30989 whole entry, looked up): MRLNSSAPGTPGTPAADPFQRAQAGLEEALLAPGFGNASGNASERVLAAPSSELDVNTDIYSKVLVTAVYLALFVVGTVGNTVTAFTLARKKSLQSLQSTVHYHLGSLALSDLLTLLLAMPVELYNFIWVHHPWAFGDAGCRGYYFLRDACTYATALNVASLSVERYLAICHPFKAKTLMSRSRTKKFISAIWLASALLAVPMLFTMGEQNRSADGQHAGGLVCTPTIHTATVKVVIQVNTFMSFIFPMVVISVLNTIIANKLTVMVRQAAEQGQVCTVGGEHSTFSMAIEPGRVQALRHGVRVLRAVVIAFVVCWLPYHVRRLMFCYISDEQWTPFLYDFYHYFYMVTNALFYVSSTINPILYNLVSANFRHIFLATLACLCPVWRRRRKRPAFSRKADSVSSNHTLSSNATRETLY
SV40 large T antigen: SV40 large T antigen inhibitors, biochemical (AID 1903). SV40 large T antigen ATPase/helicase inhibition assay; higher % means a stronger effect. inhibition, % at 20 µM; hits with a dose series show IC50 in µM. 310,000 tested, 0.39% active; in the data active = a potency from the dose series; inconclusive = inhibition mostly from about 32% at the one dose, without a potency; inactive = the rest, 99 in 100 with inhibition below about 32%; note: strong numbers were not always called active
RSV antiviral HEp-2: RSV antiviral activity via CPE protection, HEp-2 cells, primary 10 µM value included (AID 2391); 310,000 tested, 0.13% active; HEp-2 cells, RSV-induced CPE inhibition; higher % means a stronger effect; one-dose CPE inhibition, % at 10 µM; IC50 in µM for titrated hits; in the data active = a potency from the dose series; inconclusive = CPE inhibition mostly from about 23% at the one dose, without a potency; inactive = the rest, 99 in 100 with CPE inhibition below about 21%; note: strong numbers were not always called active
NS5 inhibitors: Dengue-2 NS5 methyltransferase inhibitors, primary screen, biochemical, confirmation dose response (AID 588689); Genome polyprotein (Dengue virus type 2 (strain 16681-PDK53)); Dengue-2 NS5 methyltransferase capping enzyme assay, biochemical; higher % means a stronger effect; inhibition, % at 25 µM, or IC50 in µM where a hit was titrated; 340,000 tested, 0.3% active; in the data active = a potency from the dose series; inconclusive = inhibition above about 29% without an active follow-up result
AID2073: inhibitors of Mint1-CaV2.2 protein interaction, biochemical, HTRF (AID 2073). one-dose inhibition, % at 20 µM; IC50 in µM for titrated hits. 290,000 tested, 0.19% active. HTRF protein-protein interaction, Mint1-CaV2.2; higher % means a stronger effect; in the data active = inhibition mostly above about 51%, no sharp cut-off; inconclusive = no clear call, values can overlap the other calls; inactive = mostly below about 53%; note: some results filed as inactive read as strong as hits
West Nile virus CPE: West Nile virus antiviral activity, cell-based, CPE readout (AID 1621); West Nile virus-infected cells, CPE inhibition; higher % means a stronger effect; 290,000 tested, 0.02% active; CPE inhibition, % at 10 µM; hits with a dose series show IC50 in µM; in the data active = a potency from the dose series; inconclusive = CPE inhibition mostly from about 3.7% at the one dose, without a potency; inactive = the rest, 99 in 100 with CPE inhibition below about 2.2%; note: strong numbers were not always called active
K1F lysis inhibition: inhibition of K1F phage lysis, E. coli UTI89, bacterial capsule biogenesis inhibitors, alamar blue (AID 488966); E. coli UTI89 K1F phage lysis, alamar blue, 2 h; higher % means a stronger effect; one-dose inhibition, % at 100 µM; IC50 in µM for titrated hits; 340,000 tested, 0.02% active;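 active = phage lysis inhibition, versus mean bacterial control, above a set limit; inconclusive = no clear call, values can overlap the other calls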;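 note: capsule biogenesis inhibitors block K1F phage lysis so surviving cells raise fluorescence; higher fluorescence means more inhibition of phage lysis; actives were called in the ten point dose series up to 300 µM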
SIAH1 antagonists: Siah-1 peptide-binding antagonists, primary screen, biochemical, fluorescence polarization, rhodamine-plectin, uHTS (AID 1817) | Siah-1 / rhodamine-plectin peptide fluorescence polarization; higher % means a stronger effect | displacement, % at 20 µM; hits with a dose series show IC50 in µM | 290,000 tested, 0.02% active;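 active = displacement of at least 50% at 20 µM, with a fluorescence ratio check between 0.3 and a set limit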;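 note: plate controls were Siah plus tracer with DMSO for no effect and tracer alone without Siah for full effect; strong numbers were not always called active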
NTR1 agonist cell count 20 µM: recorded beside NTR1 agonist, whose call it bears; cell count; measured here: cell count, cytotoxicity flag
NS5 inhibitors pilot replicate: further read-out of NS5 inhibitors, marked with its call; inhibition, %; measured here: pilot screen replicate inhibition
Active calls of the source: *; ? = inconclusive; / = no result given; [ ] = dose if it differs, or a comment.

SMILES	Rac1 GTP hydrolysis	NTR1 agonist	NTR1 agonist cell count 20 µM	SV40 large T antigen	RSV antiviral HEp-2	NS5 inhibitors	AID2073	West Nile virus CPE	K1F lysis inhibition	SIAH1 antagonists	others
COc1ccc(-c2nc(CN3CCN(C(=O)c4ccco4)CC3)c(C)o2)cc1OC	3%	-1.4	46	5%	-1.4%	-1%	5%	-0.6%	0.2%	-9%
COc1ccc(NC(=O)CSc2nc3c(c(=O)[nH]2)CCC3)cc1OC	9%	1.4	75	8%	1.6%	-6%	3%	1.6%	11%	1%
Cc1ccc(OCCNC(=O)CCNS(=O)(=O)c2ccc3ccccc3c2)cc1	3%	-0.4	60	/	3.3%	-1%	/	/	0.2%[50 µM]	/
CC(=O)c1cccc(NC(=O)c2ccc(NS(C)(=O)=O)cc2)c1	11%	1.0	65	1%	9.7%	1%	3%	0.2%	0.1%	-7%
CC(C)=CCC/C(C)=C/CNC(=O)C[C@H]1C[C@H](C(=O)N2CCOCC2)[C@@]2(C)c3[nH]c4cc(-c5ccco5)ccc4c3CCN2C1=O	5%	9.0	66	/	/	-8%	/	/	0.1%	/	NS5 inhibitors pilot replicate=-1.2
O=C(Cc1ccccc1)NCC(=O)N1CCN(c2ccccc2)CC1	9%	1.0	58	10%	0.7%	3%	7%	-0.3%	-0.2%[50 µM]	2%
COc1ccc(NC(=O)CN(C)C(=O)c2ccc(NC3CC3)c([N+](=O)[O-])c2)cc1	3%	-0.4	51	1%	-2.0%	4%	/	/	0.7%[50 µM]	/
CCOC(=O)c1cn(Cc2ccc(Br)cc2)nn1	6%	4.5	70	5%	-0.1%	1%	-3%	0.6%	0.6%[50 µM]	4%
Clc1ccc(CSc2ncn(-c3ccccc3)n2)cc1	15%	6.3	70	0%	2.6%	-3%	-5%	-0.1%	0.0%	-2%	NS5 inhibitors pilot replicate=1.5
Cc1cc(C)n2nc(SCc3nnc(SCc4ccccc4C)s3)nc2n1	-1%	0.6	50	17%	4.3%	-5%	-1%	-1.1%	0.0%	0%
Cc1ccc(NC(=O)/C(=C\c2cccnc2)NC(=O)c2ccco2)cc1	7%	2.8	76	11%	1.4%	-3%	-11%	0.0%	-0.1%	-1%
O=C1NCCOC(=O)[C@@H](Cc2ccc(F)cc2)CC/C=C/C[C@H]1CC(=O)N(CCO)Cc1ccccc1	5%	-1.1	79	/	/	3%	/	/	0.0%	/	NS5 inhibitors pilot replicate=0.3
O=C(c1cc2ccccc2o1)N(Cc1ccco1)Cc1cccs1	7%	2.4	72	16%	5.0%	-7%	/	/	0.2%[50 µM]	/
NC(N)=NNC(=O)c1ccccc1Cl	1%	-0.8	68	-7%	1.1%	-1%	-2%	0.1%	3.6%	0%
N#CC1(NC(=O)COC(=O)CCCN=C2NS(=O)(=O)c3ccccc32)CCCCC1	6%	-0.8	60	25%	2.0%	-1%	11%	-0.5%	0.4%	3%
Cc1csc(NC(=O)c2cccc([N+](=O)[O-])c2C(=O)O)n1	9%	1.5	52	4%	2.0%	-2%	-6%	-0.2%	0.2%	11%
CCOc1ccc(NC(=O)CNc2ccc(C)cc2Cl)cc1	5%	3.7	80	4%	9.2%	-8%	2%	0.0%	-0.1%	0%
Cc1cc(C)nc(Sc2nc(C)nc3c2oc2ccccc23)n1	14%	2.1	48	2%	0.6%	3%	-14%	1.1%	0.8%	4%
Cc1ccc2oc(=O)n(CC(=O)OCCC(C)C)c2c1	10%	0.5	59	10%	1.8%	-11%	24%	0.3%	1.1%[50 µM]	5%
Cc1ccc(C)c(N2C(=O)C3C4C=CC(CC4)C3C2=O)c1 (stereo unspecified)	5%	2.5	52	13%	1.3%	-10%	3%	-0.1%	0.3%	12%
Cn1c(CNC(=O)c2ccccc2F)nnc1SCC(=O)Nc1nncs1	3%	-1.0	55	6%	2.2%	-5%	-1%	1.1%	0.4%	1%
O=C1C2C3C=CC(C2C(=O)N1CCO)C1C(=O)N(CCO)C(=O)C31 (stereo unspecified)	9%	-0.7	88	16%	2.0%	-1%	-2%	-0.2%	0.0%	7%
COc1ccc(OC)c(C(=O)COC(=O)c2cccnc2SC)c1	2%	2.3	69	/	/	-9%	/	/	1.6%[50 µM]	/
NS(=O)(=O)c1ccc(NC(=S)NCc2cccs2)cc1	1%	-1.1	86	1%	-0.6%	-4%	-11%	0.0%	-1.0%	2%
CC[C@H](C)[C@H](NC(N)=O)C(=O)Nc1ccccc1F	-2%	0.3	49	9%	-1.5%	1%	4%	-0.5%	0.2%	3%
Cc1cc(OCC(=O)NCc2nc(-c3ccccc3)no2)c(C)cc1Br	2%	6.1	45	12%	0.7%	-4%	-2%	-0.1%	-0.1%	2%
COc1ccc(CNC(=O)CN(C(=O)c2snc(C(N)=O)c2N)c2ccc(OC)c(OC)c2)cc1	-1%	-1.0	56	-2%	0.8%	-7%	12%	0.5%	-0.5%	-3%
CC(C(=O)NCCS(=O)(=O)c1ccc(Cl)cc1)S(=O)(=O)c1ccccc1 (stereo unspecified)	-1%	-1.3	78	6%	-0.7%	-12%	-6%	-0.8%	0.6%	4%
O=C1c2ccccc2NC(c2ccccc2Br)N1CCCN1CCOCC1 (stereo unspecified)	4%	0.0	37	1%	0.7%	-10%	7%	-0.8%	2.5%	-2%
CC(Oc1ccccc1Cl)C(=O)N(Cc1cccs1)C1CCS(=O)(=O)C1 (stereo unspecified)	10%	5.1	58	1%	2.5%	-1%	10%	-1.3%	2.8%	0%
CC(C(=O)OCC(=O)c1ccc(F)cc1)N1C(=O)C2C3C=CC(C3)C2C1=O (stereo unspecified)	4%	2.0	47	8%	0.2%	4%	14%	0.2%	0.7%	-1%
COC(=O)c1ccc(NC(=O)c2ccc(NC(=O)C3CCCO3)cc2)cc1 (stereo unspecified)	16%	1.4	53	2%	5.9%	-2%	4%	-0.4%	-0.2%	-2%
N#CCc1c(C#N)c(N)nc(N2CCCC2)c1C#N	0%	0.4	109	6%	30%	-1%	/	0.0%	-0.1%	/
COc1ccc(-c2noc(-c3ccccc3Cl)n2)cc1OC	7%	0.1	56	9%	4.1%	-2%	2%	-0.3%	0.3%	0%
O=C(OCc1cncs1)c1ccccc1Cl	8%	0.8	64	7%	2.9%	-8%	27%	0.1%	0.8%	3%
Cc1ccc(Cn2cccc(NC(=O)CCC3CCCC3)c2=O)cc1	12%	2.3	61	5%	?	2%	6%	0.2%	0.1%	6%
CCN(CC)S(=O)(=O)c1cccc(-n2c(O)c(C=Nc3ccccc3C(=O)O)c3ccccc3c2=O)c1	14%	2.9	47	9%	-0.1%	8%	14%	?	0.6%	-4%
O=C(O)CC1(CC(=O)Nc2cccc(C(=O)O)c2)CCCC1	7%	1.3	37	18%	0.8%	1%	-9%	-0.2%	0.3%	4%
CC(=O)Nc1ccc(C(=O)Nc2nc(-c3cc(C)n(Cc4ccccc4)c3C)cs2)cc1	5%	3.6	40	5%	12%	-5%	49%	0.1%	0.2%[50 µM]	12%
COc1cccc(Cn2nnc3c(=O)[nH]c(C4CCCN(C(=O)c5ccccc5Cl)C4)nc32)c1 (stereo unspecified)	3%	0.3	31	16%	4.6%	4%	-1%	-0.4%	-0.1%	-4%

For convenience, 3 of the compounds above:
SMILES	Rac1 GTP hydrolysis	NTR1 agonist	NTR1 agonist cell count 20 µM	SV40 large T antigen	RSV antiviral HEp-2	NS5 inhibitors	AID2073	West Nile virus CPE	K1F lysis inhibition	SIAH1 antagonists	others
CC(C(=O)OCC(=O)c1ccc(F)cc1)N1C(=O)C2C3C=CC(C3)C2C1=O (stereo unspecified)	4%	2.0	47	8%	0.2%	4%	14%	0.2%	0.7%	-1%
COC(=O)c1ccc(NC(=O)c2ccc(NC(=O)C3CCCO3)cc2)cc1 (stereo unspecified)	16%	1.4	53	2%	5.9%	-2%	4%	-0.4%	-0.2%	-2%
N#CCc1c(C#N)c(N)nc(N2CCCC2)c1C#N	0%	0.4	109	6%	30%	-1%	/	0.0%	-0.1%	/

Carrying on:
SMILES	Rac1 GTP hydrolysis	NTR1 agonist	NTR1 agonist cell count 20 µM	SV40 large T antigen	RSV antiviral HEp-2	NS5 inhibitors	AID2073	West Nile virus CPE	K1F lysis inhibition	SIAH1 antagonists	others
COc1ccc(C(=O)COC(=O)COc2cccc3c2OC(C)(C)C3)c(OC)c1	2%	2.1	57	18%	1.1%	1%	/	/	0.8%[50 µM]	/
O=C(N/N=C/c1ccncc1)c1cccc(NC(=O)c2ccc(Cl)cc2)c1	1%	3.1	71	12%	-0.1%	3%	44%	0.2%	0.2%	16%
CCOc1ccc(C(=O)CCC(=O)NNC(=O)CCN2CCN(c3ccccc3)CC2)cc1	7%	1.3	61	/	/	-3%	/	/	-0.1%	/
Cc1occc1C(=O)N1CCN(c2ccc([N+](=O)[O-])cc2)CC1	10%	1.3	63	9%	4.7%	-2%	0%	0.9%	0.0%	2%
N=C1C(c2ccc(Br)cc2)=C(O)C2CCc3ccccc3N12 (stereo unspecified)	10%	-0.5	45	8%	4.8%	0%	19%	-0.6%	0.3%	-3%
O=C(NCc1ccccc1Cl)c1ccc(S(=O)(=O)NCc2ccco2)cc1	8%	0.0	51	/	/	1%	/	/	0.1%[50 µM]	/
CN(CC(=O)Nc1ccc(F)c(F)c1F)C(=O)C1CCCC1	-1%	-2.8	71	/	1.0%	-1%	/	/	0.4%[50 µM]	/
Cc1ccccc1OCC(=O)NC(=S)Nc1ccccc1N1CCN(S(C)(=O)=O)CC1	9%	2.0	40	10%	1.9%	-5%	8%	-0.5%	-0.1%	0%
O=C(CCS(=O)(=O)c1ccccc1)Nc1ccc(-c2nc3ccccc3s2)cc1	11%	0.3	69	-1%	11%	-4%	13µM*	0.0%	-0.2%	13%
Cc1c(OCc2ccc([N+](=O)[O-])cc2)ccc2c3c(c(=O)oc12)CCC3	7%	16	68	7%	3.3%	-3%	-3%	-1.0%	1.9%[50 µM]	6%
CCOc1ccc(/C=N/NC(=O)c2c(-c3ccccc3)noc2C)cc1	11%	-0.5	66	8%	1.5%	-6%	2%	0.3%	1.9%[50 µM]	-4%
